PhoP GFP inhibition: PhoP regulon inhibitors, Salmonella typhi PhoP promoter GFP reporter, confirmatory (AID 1850) | Salmonella Typhi PhoP-promoter GFP reporter, fluorescence, 4 h; higher % means a stronger effect | inhibition, % at 50 µM, or IC50 in µM where a hit was titrated | 310,000 tested, 0.33% active; in the data active means a potency from the dose series; inconclusive means inhibition mostly from about 25% at the one dose, without a potency; inactive means the rest, 99 in 100 with inhibition below about 19%;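 further: 0% = induced wells with vehicle and 100% = uninduced wells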
tuberculosis growth: growth inhibition of non-replicating M. tuberculosis (AID 488890). inhibition, % at 25 µM, or IC50 in µM where a hit was titrated. 320,000 tested, 0.39% active. Mycobacterium tuberculosis non-replicating, growth inhibition; higher % means a stronger effect; in the data active means a potency from the dose series; inconclusive means inhibition mostly from about 82% at the one dose, without a potency; inactive means the rest, 99 in 100 with inhibition below about 76%;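 further: plate controls were DMSO cells for no effect and high antibiotic wells for full effect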
VEEV TC-83 Vero: inhibitors of VEEV TC-83 cytopathic effect, confirmation, Vero cells (AID 588727) | Vero cells, VEEV TC-83 cytopathic effect inhibition; higher % means a stronger effect | inhibition, % at 20 µM, or IC50 in µM where a hit was titrated | 350,000 tested, 0.13% active; in the data active means a potency from the dose series; inconclusive means inhibition mostly from about 14% at the one dose, without a potency; inactive means the rest, 99 in 100 with inhibition below about 12%; further: strong numbers were not always called active
H37Rv inhibition: M. tuberculosis growth inhibition, HTS (AID 449762); M. tuberculosis H37Rv growth inhibition, 7H9 media; higher % means a stronger effect; one-dose inhibition, % at 25 µM; IC50 in µM for titrated hits; 330,000 tested, 0.59% active; in the data active means a potency from the dose series; inconclusive means inhibition above about 70% without an active follow-up result;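 further: bacterial growth assessed after seven days of incubation; strong numbers were not always called active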
influenza NS1A: H1N1 influenza NS1A inhibitors, functional cell based assay (AID 504329); NS1A functional cell-based assay, percent inhibition; higher % means a stronger effect; inhibition, % at 12.5 µM, or IC50 in µM where a hit was titrated; 340,000 tested, 0.3% active; in the data active means a potency from the dose series; inconclusive means inhibition above about 27% without an active follow-up result; further: strong numbers were not always called active
VEEV TC-83 Vero 10K pilot screen: second read-out of VEEV TC-83 Vero, no call of its own (marks repeat the call); inhibition, %; measured here: 10K pilot screen inhibition
An asterisk follows results filed as active; i = inactive; ? = inconclusive; · = not tested or not shown. Random draw from the library (roughly 1.5% active in at least one column).

SMILES	PhoP GFP inhibition	tuberculosis growth	VEEV TC-83 Vero	H37Rv inhibition	influenza NS1A	others
CC(=O)OCC(=O)[C@@]12OC(C)(C)O[C@@H]1CC1C3C[C@H](F)C4=CC(=O)C=CC4(C)[C@@]3(F)C(O)CC12C (stereo partly drawn)	-1.4%	2.4%	0.6%	-3.6%	-0.5%
O=C(O)CCSc1nnnn1-c1ccccc1	-8.1%	-11.5%	1.3%	-2.7%	5.0%
COCc1nc2ccccc2n1Cc1ccccc1Br	-2.1%	11.9%	i	-16.6%	-6.3%
CSc1nnc(CCNS(=O)(=O)c2ccc(Br)cc2)n1C	11.7%	-9.1%	0.6%	-3.4%	4.8%
Nc1cc(N2CCCCCC2)c2nonc2c1[N+](=O)[O-]	-0.9%	23.6%	1.7%	-8.4%	-25.2%
CC1CCN(C(=S)c2cn(Cc3cccc(F)c3)c3ccccc23)CC1	1.7%	14.5%	i	1.2%	12.1%
O=C(COC(=O)CCSc1ccccc1)Nc1ccccc1Br	·	47.3%	0.8%	3.9%	-6.5%
COc1ccccc1N/C(=N/S(=O)(=O)c1ccc(C)cc1)c1ccc(Cl)cc1	-0.3%	19.3%	1.3%	-1.4%	3.0%
COc1cccc(C(c2cccc(OC)c2)c2ccccc2C(=O)O)c1	·	·	1.6%	·	-1.4%
Cc1c(Cl)cccc1NC(=S)N(CCN(C)C)C(C)c1ccco1 (stereo not drawn)	4.5%	22.9%	2.3%	1.1%	13.9%
CCn1ccnc1C(O)c1cccc2ccccc12 (stereo not drawn)	-4.8%	-1.2%	0.2%	0.0%	-8.6%
CCCCCCC(C)n1[nH]c(=O)c2c(C)cc(=O)[nH]c21 (stereo not drawn)	-7.2%	9.1%	0.9%	-3.0%	2.6%
Cc1ccc(-c2nnc3n2CCCCC3)cc1	-6.1%	-4.3%	4.8%	-8.6%	-3.3%
Cc1ccc(S(=O)(=O)N2CCC(C(=O)NNC(=O)c3ccc(F)cc3)CC2)cc1	-0.7%	-15.7%	0.4%	-8.3%	7.5%
O=C(Nc1ccc2c(c1)OCCO2)c1coc2ccccc2c1=O	-1.9%	69.7%	7.4%	67.7%	-5.3%
COc1ccc(C(=O)CSc2nccc(=O)[nH]2)cc1	-5.7%	-16.6%	1.3%	-5.2%	0.3%
CC(C)(C)c1ccc(NC(=S)NCc2cccs2)cc1	3.8%	?	0.5%	?	-19.3%
CCCCCC(O)CCC(=O)NNC1=CC(=O)CC(C)(C)C1 (stereo not drawn)	5.3%	-20.3%	2.8%	-5.8%	-1.0%
S=C(c1ccc(-c2ccccc2Cl)o1)N1CCOCC1	3.3%	75.7%	0.5%	-3.6%	6.5%
Cc1ccc(COn2c(-c3ccc(Cl)cc3)nc3ccc([N+](=O)[O-])cc32)cc1	-4.8%	37.4%	7.8%	8.3%	-1.2%
Cc1ccc2c(CN3CCCCC3)cc(=O)oc2c1C	14.9%	1.7%	i	-0.9%	-19.4%
CCOC(=O)C1=C(COC(=O)CCc2ccccc2)NC(=O)NC1C (stereo not drawn)	·	-9.3%	2.1%	-3.8%	1.4%
CC(=O)N1CCc2cc(S(=O)(=O)NCC(=O)NCc3ccccc3Cl)ccc21	6.5%	2.8%	3.8%	-0.1%	6.7%
O=C(CNS(=O)(=O)c1ccccc1F)NNC(=O)c1ccc(Br)cc1	·	·	3.1%	·	13.1%
Cc1ccc(Nc2c(-c3ccc(C)o3)nc3ncccn23)cc1	-1.5%	49.7%	1.3%	8.5%	-5.2%
More records follow.
SMILES	PhoP GFP inhibition	tuberculosis growth	VEEV TC-83 Vero	H37Rv inhibition	influenza NS1A	others
COc1ccc(N(CC(=O)NC2CCCCC2)C(=O)CCC(=O)Nc2nc(C)cs2)cc1OC	6.4%	16.2%	3.0%	0.3%	-0.9%
CCOC(=O)c1cc(C#N)c(N2CCCCC2)nc1-c1ccccc1	12.6%	16.4%	4.3%	12.8%	-29.8%
COc1cc(S(=O)(=O)Nc2cccnc2)ccc1F	-6.3%	-22.6%	1.4%	-2.9%	-3.1%
O=C1CC(SCc2nc3ccccc3[nH]2)C(=O)N1c1cccc(F)c1 (stereo not drawn)	-0.7%	22.3%	0.9%	0.2%	-0.6%
N#Cc1c(NC(=O)c2cc(C3CC3)on2)sc2c1CCC2	1.3%	6.9%	1.3%	-4.8%	-12.8%
Cc1cc(NC(=O)CCC(=O)N(c2ccc(F)cc2)C(C(=O)NC2CCCC2)c2ccc(C)o2)no1 (stereo not drawn)	7.6%	44.4%	1.1%	-7.7%	-10.0%
COc1ccc(N2CCN(CC(=O)Nc3cccc(S(=O)(=O)N4CCOCC4)c3)CC2)cc1	-1.4%	-9.3%	0.8%	3.6%	1.9%
Cc1cc(C(=O)OCC(=O)Nc2ccc(S(N)(=O)=O)cc2)c2ccccc2n1	3.9%	-9.9%	0.6%	0.9%	-0.1%
Nc1nonc1-n1nnc(C(=O)N/N=C/c2ccc(F)cc2)c1-c1ccc2c(c1)OCO2	4.0%	-15.1%	i	-2.7%	3.9%
CCc1nc2ccccc2c(C(=O)OCC(=O)NC(=O)c2cccn2C)c1C	11.5%	-6.0%	0.9%	-9.1%	15.1%
CC1c2cccn2CCN1S(=O)(=O)c1ccc(F)cc1 (stereo not drawn)	·	7.8%	1.3%	4.4%	-11.1%
COC(=O)C1C(=O)NC(SC)=C(C#N)C1c1ccccc1 (stereo not drawn)	-1.0%	-9.9%	1.3%	2.2%	-10.8%
CC(C)(CC(=O)O)Cc1nc(-c2ccc(Cl)cc2)no1	-10.1%	·	1.0%	-4.5%	7.0%
O=C(/C=C\Nc1ccc2c(c1)OCO2)c1ccccn1	-12.3%	-7.5%	10.3%	-7.6%	4.9%
COc1ccc(CCNC(C)=O)cc1	0.8%	1.9%	2.0%	6.7%	-5.7%
Cc1ccc(NC(=O)C(NCc2ccccn2)c2ccccc2)cc1 (stereo not drawn)	-2.6%	23.1%	1.5%	16.5%	-1.0%
CCCCCCCCCCCCCCCC(O)C[N+](C)(C)CCO (stereo not drawn)	·	·	7.2%	·	-11.8%
CCn1c(C)nc2cc(C#N)ccc21	16.5%	4.8%	0.5%	-2.1%	3.7%
COC(=O)Cc1c(C)c2ccc(OCC(=O)N3CCC(C)CC3)c(C)c2oc1=O	12.9%	37.8%	2.8%	-17.1%	18.2%
COc1cc(CNCC(C)C)cc(Br)c1OCC(=O)Nc1ccccc1	16.8%	46.7%	0.2%	-11.3%	3.5%
COc1ccccc1CC(=O)N1CCCc2ccccc21	-23.9%	19.8%	3.5%	-2.7%	-4.1%
O=C(CCn1cccc1)NC1CCCc2ccccc21 (stereo not drawn)	2.2%	34.8%	0.6%	7.3%	24.0%
CCOn1c(=O)c(=O)n(OC)c2ccccc21	4.9%	-2.0%	0.6%	7.0%	-1.8%
Cc1cnc(C(=O)Nc2cc(S(=O)(=O)N3CCOCC3)ccc2N2CCN(C)CC2)cn1	-3.3%	-7.4%	8.3%	2.4%	-3.8%
O=C(O)Cc1csc(-c2cccc(F)c2)n1	2.1%	-1.0%	0.6%	-8.7%	1.4%

Pulled one by one from the list above:
SMILES	PhoP GFP inhibition	tuberculosis growth	VEEV TC-83 Vero	H37Rv inhibition	influenza NS1A	others
CC1c2cccn2CCN1S(=O)(=O)c1ccc(F)cc1 (stereo not drawn)	·	7.8%	1.3%	4.4%	-11.1%
COc1ccc(N(CC(=O)NC2CCCCC2)C(=O)CCC(=O)Nc2nc(C)cs2)cc1OC	6.4%	16.2%	3.0%	0.3%	-0.9%
CC(C)(CC(=O)O)Cc1nc(-c2ccc(Cl)cc2)no1	-10.1%	·	1.0%	-4.5%	7.0%
O=C1CC(SCc2nc3ccccc3[nH]2)C(=O)N1c1cccc(F)c1 (stereo not drawn)	-0.7%	22.3%	0.9%	0.2%	-0.6%
Cc1cnc(C(=O)Nc2cc(S(=O)(=O)N3CCOCC3)ccc2N2CCN(C)CC2)cn1	-3.3%	-7.4%	8.3%	2.4%	-3.8%
N#Cc1c(NC(=O)c2cc(C3CC3)on2)sc2c1CCC2	1.3%	6.9%	1.3%	-4.8%	-12.8%

The list goes on.
SMILES	PhoP GFP inhibition	tuberculosis growth	VEEV TC-83 Vero	H37Rv inhibition	influenza NS1A	others
Cc1ccc(Cn2c(=N)c(S(=O)(=O)c3ccc(Br)cc3)cc3c(=O)n4ccccc4nc32)cc1	-16.6%	-10.0%	0.5%	-7.5%	8.5%
Cn1cccc1Cc1nnc(SCC(=O)Nc2cccc(F)c2)n1CCc1ccccc1	5.2%	-19.2%	9.8%	-3.8%	12.3%
COc1ccc(S(=O)(=O)N(C)CC(=O)N2CCC(C(N)=O)CC2)cc1	21.3%	11.4%	0.3%	-1.5%	1.4%
COc1ccccc1OCC(=O)OCn1c(SC)nnc(C)c1=O	10.3%	-7.8%	0.8%	2.7%	-4.7%
CCCCn1c(=O)[nH]c(=O)c2c1nc(-c1ccc(OC(F)F)c(OC)c1)n2C	10.9%	-7.4%	2.9%	5.1%	9.2%
Cc1ccc(C(=O)N/N=C/c2ccc(-c3ccc(Br)cc3[N+](=O)[O-])o2)o1	-11.5%	?	7.0%	5.4%	4.6%
Cc1ccccc1/C=N/n1c(COc2ccccc2)n[nH]c1=S	7.7%	6.4%	i	3.1%	-23.2%
O=C(COC(=O)C1CCCO1)Nc1nc(-c2ccc(F)cc2)cs1 (stereo not drawn)	·	-2.0%	0.6%	-0.5%	-3.4%
CCOC(=O)N1CCN(S(=O)(=O)N2CCCC(C(=O)NCc3ccc(OC)cc3)C2)CC1 (stereo not drawn)	-1.1%	0.1%	1.4%	2.9%	-1.3%
CNC(=S)N(Cc1ccc(Cl)cc1)Cc1cccs1	3.7%	-8.9%	i	-4.2%	-1.3%
CCOC(=O)C1CSC(CC(=O)Nc2ccc(Cl)cc2)C(=O)N1 (stereo not drawn)	-5.2%	32.4%	1.1%	-6.4%	8.7%
Cc1ccc(S(=O)(=O)NCCCNC(=O)c2ccccc2)cc1	-9.5%	6.9%	1.8%	-18.5%	-1.6%
COc1ccc(NC(=O)CCSCCc2ccccn2)cc1OC	13.0%	2.4%	0.5%	-9.3%	-4.6%
COc1cc2c(=O)n(Cc3ccco3)c(=O)n(CC(=O)c3cccc(Br)c3)c2cc1OC	-14.4%	-1.5%	·	37.1%	·
CCCCNC(=O)COC(=O)c1ccc(NC(C)=O)cc1	4.8%	-8.0%	1.2%	-5.8%	-4.5%
COc1ccc(CC(=O)OCC(=O)NCc2ccccc2Cl)cc1OC	-5.0%	7.6%	i	1.4%	1.2%
Cn1c(SCC(=O)c2ccccc2)ncc(C(=O)Nc2ccc(F)cc2)c1=O	-6.2%	-5.5%	3.8%	0.3%	9.4%
CN(C)c1ccc(O)c2c1CC1CC3[C@@H](N(C)C)C(=O)C(C(N)=O)C(=O)[C@]3(O)C(=O)C1C2=O (stereo partly drawn)	·	?	6.2%	1.27µM*	4.1%
CC(C)C(C)(C#N)NC(=O)CSc1nncn1-c1ccccc1 (stereo not drawn)	-2.4%	-1.1%	i	-3.8%	0.1%
O=C(COC(=O)c1ccc(S(=O)(=O)NCc2ccco2)cc1)Nc1ccccc1OC(F)F	0.1%	1.7%	0.7%	3.2%	4.9%
O=C(NC(=S)Nc1ccc(S(=O)(=O)Nc2nccs2)cc1)c1ccccc1	2.6%	60.8%	0.4%	2.1%	-5.5%
O=C(COc1ccc(S(=O)(=O)NCc2ccccc2)cc1Cl)NCc1ccncc1	13.5%	-1.9%	0.7%	8.6%	-2.6%
C/C(=N\Nc1cc(N2CCCCC2)nc(C)n1)c1ccc(Br)cc1	0.4%	?	5.3%	?	12.8%
CCOCCCNC(=O)c1cn(CC)c2ccc(S(=O)(=O)N3CCOCC3)cc2c1=O	-9.6%	-18.8%	5.1%	-10.4%	-0.3%
O=C(Nc1ccon1)c1cc2ccccc2oc1=O	-4.0%	58.8%	2.5%	6.0%	4.7%	VEEV TC-83 Vero 10K pilot screen=2.4
Remaining list, next part:
SMILES	PhoP GFP inhibition	tuberculosis growth	VEEV TC-83 Vero	H37Rv inhibition	influenza NS1A	others
CN(C(=O)Nc1cnccc1C(F)(F)F)C1CCCCC1	-4.5%	2.7%	3.0%	-4.8%	-20.5%
CC(=O)N(C)c1ccc(NS(=O)(=O)Cc2ccccc2)cc1	1.4%	3.9%	1.1%	9.4%	1.6%
Nc1ccc2ccccc2c1N=Nc1ccccc1	·	·	4.3%	·	20.1%
Cc1c(O)c2c3c(cccc3c1O)C(=O)N(c1ccccc1)C2=O	-31.0%	37.4%	2.0%	-3.9%	-1.6%
CCOC(=O)c1cnc2ccc(OCC)cc2c1NCCN1CCOCC1	-0.1%	23.0%	8.1%	4.8%	-1.3%
O=C1N=NC2=C1c1c3ccccc3c(O)n1CC2	-0.6%	-11.6%	0.3%	-1.8%	1.5%
CCc1nnc(NC(=O)CSc2nnc(Cc3cccn3C)n2C)s1	11.2%	31.4%	2.1%	-5.4%	23.3%
